Screens as filed in PubChem.
KCNH2 3.1 block = KCNH2 3.1 (human) potassium channel inhibition; U2OS KCNH2 3.1, thallium flux FluxOr; active compounds read low; activity change, % (tested at about 1.8 µM); hit rate 0.95% among 340,000;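 active = maximum activity change below -70%; inconclusive = maximum activity change from -70% to -50%; inactive = maximum activity change above -50%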;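 also: thallium influx rate constant from kinetic fluorescence after stimulation buffer; % is scaled to controls: 0 for no effect and ±100 for the full control effect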
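We transduce U2OS cells with the mutant 3.1 virus, culture them overnight, load FluxOr with Red40 quencher for 45 min, then add stimulation buffer and read kinetically for 2 min to derive a normalized rate constant.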
FLuc modulator = inhibits or activates purified firefly luciferase, miR-21 counter-screen; purified FLuc, Km substrates, luminescence inhibition; Potency, µM (titrated, usually from 57.5 µM), without a hit: at the top dose activity change, negative = inhibition, actives largely listed as inhibitors; hit rate 6.9% among 360,000; AID 588342;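 also: potency is read from the fitted curve at half-maximal effect; plate controls were vehicle for no effect and reference inhibitor for full effect; nearly all actives have a fitted effect of over 55% in size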
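Purified P. pyralis luciferase, 10 nM final, with Km-level 10 uM D-luciferin and 10 uM ATP in 50 mM Tris acetate pH 7.5, 10 mM Mg acetate, 0.01% Tween-20, 0.05% BSA; 6-point qHTS titration about 60 µM downward; luminescence read.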
VP16 counter = inhibits Gal4-VP16 luciferase reporter, ROR gamma counter-screen; Drosophila S2 Gal4-VP16 UAS-luciferase, luminescence, 20 h; Potency, µM (doses to about 53.6 µM), without a hit: at the top dose activity, negative = inhibition, most hits filed as inhibitors; hit rate 3.5% among 310,000; AID 2546;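 also: Gal4-VP16 expression switched on by copper sulfate through the metallothionein promoter; potency is read from the fitted curve at half-maximal effect; % is scaled to controls: 0 for no effect and ±100 for the full control effect; nearly all actives have a fitted effect of over 50% in size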
uPA generation = cell surface uPA generation inhibition; cell surface uPA generation assay, qHTS; Potency, µM (top dose mostly 38.3 µM), for inactives: at the highest dose activity change, negative = inhibition, hits mostly inhibitors; hit rate 0.31% among 330,000; active = well fitted inhibition curve with a large enough effect; inconclusive = small, poorly fitted or top-dose-only effect; inactive = no such curve, though single readings can be large or run the other way; tested in mouse RAW 264.7 cells; also: potency is read from the fitted curve at half-maximal effect; % is scaled to controls: 0 for no effect and ±100 for the full control effect; nearly all actives have a fitted effect of over 55% in size
NPC1 prom act = NPC1 promoter activation; hit rate 2.4% among 320,000; AID 485313; Huh7 NPC1 promoter luciferase reporter, 24 h; Potency, µM (highest dose often 9.22 µM), without a hit: at the top dose activation, actives largely listed as activators;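 also: potency is read from the fitted curve at half-maximal effect; % of control where 0% means no effect; nearly all actives have a fitted effect of over 60% in size; reporter is driven by a mutant NPC1 promoter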
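Luciferase expression driven by the NPC1 promoter was measured in stably transfected Huh7 cells after a 24 h compound incubation, using a luciferase reagent and a luminescence read.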
Giardia killer = kills Giardia lamblia | AID 540267 | hit rate 0.15% among 340,000 | activity change, % at 7.66 µM, hits read low | Giardia lamblia trophozoite viability; in the data active = activity change below about -80%; inconclusive = between about -30% and that limit;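 also: parasites exposed to compound for two days anaerobically before the ATP read; % is scaled to controls: 0 for no effect and ±100 for the full control effect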
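Giardia trophozoites, 100 cells per well, were exposed to compounds for 48 hrs at 37 deg C under anaerobic conditions; viability was then read as ATP content by bioluminescence after 15-30 min at room temperature.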
FBPA coupling cs = inhibits coupling enzyme system, counter-screen for aldolase hits | coupling enzyme system counterscreen, AmpLite Red fluorescence | activity change, negative = inhibition, % at 58.2 µM, hits read low | hit rate 0.67% among 290,000 | AID 2472; in the data active = activity change below about -30%; also: % is scaled to controls: 0 for no effect and ±100 for the full control effect
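Compounds tested against the coupling enzymes alone at 57.5 uM final; readout was AmpLite Red fluorescence (525/598 nm) after 20 min at RT.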
Rab9 prom act = activators of Rab9 promoter. Huh7 Rab9 promoter-luciferase reporter, luminescence, 24 h. hit rate 2.8% among 320,000. AID 485297. Potency, µM (titrated, usually from 9.22 µM), for inactives: at the top dose activation, negative = inhibition, hits mostly activators; also: potency is read from the fitted curve at half-maximal effect; % of control where 0% means no effect; nearly all actives have a fitted effect of over 60% in size
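Quantitative HTS format; Huh7 Rab9-luciferase reporter cells (1500/well) receive compound 2 h post-plating, incubate 24 h at 37 °C, then get luciferase reagent for 10 min before luminescence reading.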
RORg inh = ROR gamma (mouse) transcription inhibition; Potency, µM (highest dose often 53.6 µM), for inactives: at the highest dose activity change, negative = inhibition, hits mostly inhibitors; hit rate 5.4% among 310,000; P51450; AID 2551; Drosophila S2 Gal4-RORgamma UAS-luciferase reporter, 20 h; also: potency is read from the fitted curve at half-maximal effect; % is scaled to controls: 0 for no effect and ±100 for the full control effect; nearly all actives have a fitted effect of over 60% in size
Target sequence (P51450 whole entry, looked up, the tested form may be a part): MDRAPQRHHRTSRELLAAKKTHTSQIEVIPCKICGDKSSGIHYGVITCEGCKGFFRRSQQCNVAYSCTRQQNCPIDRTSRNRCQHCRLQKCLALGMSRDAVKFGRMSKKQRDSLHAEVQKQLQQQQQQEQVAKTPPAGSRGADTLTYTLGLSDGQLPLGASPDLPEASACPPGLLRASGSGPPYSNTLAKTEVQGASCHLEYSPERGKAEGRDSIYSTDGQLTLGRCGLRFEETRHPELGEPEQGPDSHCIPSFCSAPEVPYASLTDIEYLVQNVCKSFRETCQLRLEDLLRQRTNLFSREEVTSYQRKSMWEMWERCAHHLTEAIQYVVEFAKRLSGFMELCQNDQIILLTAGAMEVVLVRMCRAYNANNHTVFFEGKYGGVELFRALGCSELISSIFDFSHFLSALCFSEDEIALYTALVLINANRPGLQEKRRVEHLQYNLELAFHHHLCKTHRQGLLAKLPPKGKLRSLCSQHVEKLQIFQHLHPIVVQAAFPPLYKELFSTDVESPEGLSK
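Stable Schneider cell line, Gal4 DNA-binding domain fused to ROR gamma, UAS-luciferase. Cmpd 1 hr RT → CuSO4 700 uM final → 20 hr RT → luciferase reagent 10 min → luminescence.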
Tb PFK inh = T. brucei PFK enzyme inhibition. hit rate 0.17% among 330,000. Potency, µM (top dose mostly 57.5 µM), for inactives: top-dose activity, negative = inhibition, hits mostly inhibitors. O15648. T. brucei PFK, ADP-Glo luminescence;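 also: potency is read from the fitted curve at half-maximal effect; 0% = uninhibited 1x PFK enzyme wells and -100% = no-enzyme wells; nearly all actives have a fitted effect of over 60% in size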
Target sequence (O15648 whole entry, looked up): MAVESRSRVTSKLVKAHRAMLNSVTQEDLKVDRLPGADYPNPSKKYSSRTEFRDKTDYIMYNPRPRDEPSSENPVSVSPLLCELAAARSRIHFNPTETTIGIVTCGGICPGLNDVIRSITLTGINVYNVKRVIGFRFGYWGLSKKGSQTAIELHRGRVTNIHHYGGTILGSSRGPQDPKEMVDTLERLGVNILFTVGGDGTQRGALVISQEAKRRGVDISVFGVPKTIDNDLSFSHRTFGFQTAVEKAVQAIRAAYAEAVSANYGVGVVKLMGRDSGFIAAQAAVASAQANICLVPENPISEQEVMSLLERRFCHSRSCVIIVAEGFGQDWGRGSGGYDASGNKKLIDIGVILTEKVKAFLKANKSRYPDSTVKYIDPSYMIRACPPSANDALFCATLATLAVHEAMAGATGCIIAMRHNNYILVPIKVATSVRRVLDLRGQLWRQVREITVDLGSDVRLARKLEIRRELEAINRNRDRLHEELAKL
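1.25 nM PFK with 0.5 mM F6P and 0.1 mM ATP in 0.1 M TEA pH 8.0, 5 mM MgCl2, incubated 45 min at room temperature; ADP measured by ADP-Glo luminescence; compounds titrated up to 57 uM.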
ELG1 genotox = inducers of genotoxicity in HEK293T ELG1-luciferase cells; HEK293T ELG1-luciferase reporter, luminescence, 16 h; hit rate 1.3% among 330,000; Potency, µM (doses to about 46 µM), for the others: at the top dose activity change, positive = activation, hits mostly activators; also: potency is read from the fitted curve at half-maximal effect; % of control where 0% means no effect; nearly all actives have a fitted effect of over 60% in size
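Reporter readout depends on ELG1 protein level, which increases with genetic stress. After 16 hr compound exposure at 37 °C, luciferase activity was quantified using ONE-Glo.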
Active calls of the source: *; ? = inconclusive; · = no result given; & = joins results of further samples; [ ] = dose if it differs, or a comment. Unless noted, calls follow the shape of the dose curve; as a rule, active = well fitted curve in the direction sought with a large enough effect; inconclusive = small, poorly fitted or top-dose-only effect, or another doubt; inactive = no such curve, though single readings can be large; an effect the other way counts as inactive or inconclusive.

SMILES	KCNH2 3.1 block	FLuc modulator	VP16 counter	uPA generation	NPC1 prom act	Giardia killer	FBPA coupling cs	Rab9 prom act	RORg inh	Tb PFK inh	ELG1 genotox
COC(=O)c1ccc2c(=O)n(CCN3CCOCC3)c(SCC(=O)c3ccccc3)nc2c1	11	6%	-3%	3%	-6%	-5	2	-4%	-1%	1%	-5%
CCCc1cc(=O)[nH]c(/N=C(/NC(=O)C(C)N2C(=O)c3ccccc3C2=O)Nc2ccccc2)n1 (stereo not given)	-1	5%	-5%	-5%	2%	-21	4	-4%	10%	4%	-2%
N#Cc1c2ncn(CC(=O)c3ccc(Br)cc3)c(=O)c2c2n1CCC2	-23	2%	3%	-1%	-1%	-17	-1	-7%	-32%[10 µM]	-1%	10%
O=C(CN1C(=O)NC2(CCCC2)C1=O)Nc1nc2ccc(F)cc2s1	-2	?	·	-63%	8%	1	·	8%	·	0%	14%
Cc1ccc(Cn2c(=O)n(CCC(=O)NCc3ccc4c(c3)OCO4)c(=O)c3ccccc32)cc1	10	-1%	-5%	-1%	-2%	-10	6	-3%	-5%	-1%	5%
COc1ccccc1-n1c2c(cc(C(=O)N3CCC(C)CC3)c1=O)C(=O)CC(C)(C)C2	-2	8%	9%	-1%	-1%	-8	1	-2%	3%	2%	7%
COc1ccccc1CNC(=O)C1CC(=O)N(c2ccc(C)c(C)c2)C1 (stereo not given)	-4	-2%	0%	-4%	-2%	-2	5	0%	13%	-3%	-2%
CCOC(=O)c1cc(C(C)=O)c(=O)[nH]c1C	10	-3%	3%	0%	-49%[inhibitor]	-4	4	7%	-4%	0%	1%
Cn1c(=O)cc(OCCCC(=O)NCc2ccccn2)c2ccccc21	-7	3%	11%	-6%	-2%	30[activator]	0	-3%	?	1%	16%
COc1cc(OC)c(C(=O)OCC(=O)c2cc(C)n(CC3CCCO3)c2C)cc1OC (stereo not given)	-2	21µM*	-1%	2%	-1%	-3	3	3%	?	-2%	2%
CC(=O)Nc1ccc(NC(=O)C(C)OC(=O)CC23CC4CC(CC(Br)(C4)C2)C3)cc1 (stereo not given)	9	·	·	1%	·	-25	·	·	·	0%	1%
NC(=O)c1sc2nc3c(cc2c1N)CCC3	-5	?	4%	-14%	?	1	0	?	-4%	0%	-8%
CN(c1ccccc1)c1nc(N)c([N+](=O)[O-])c(N2CCCC2)n1	-7	?	?	-28%	?	1	5	?	?	-7%	?
COc1ccc(NC(=O)CN(C)C(=O)CCc2c[nH]c3ccccc23)cc1	1	-1%	12%	-27%	-2%	14	-4	3%	8%	2%	-3%
CCN(CC)CCNC(=O)c1cc(Sc2nnc(C)s2)nc2ccccc12	-12	-2%	2%	-7%	-4%	1	3	-10%	-13%	-2%	0%
COc1ccc(/C(C)=N\NC(=O)c2ccc3c(c2)OCO3)cc1OC	·	?	-1%[10 µM]	·	1%	·	-16	2%	-2%	-1%	3%
CC(=O)NS(=O)(=O)c1ccc(NC(=O)c2oc3c(Cl)cccc3c2C)cc1	26	13µM*	-3%	1%	-1%	17	-5	2%	25%	2%	-1%
Cc1ccccc1OCC(=O)Nc1ccccc1N1CCOCC1	0	0%	-5%	11%	-7%	0	5	0%	15%	-4%	-9%
CN1CCN(CC#CCn2c3ccccc3c3ccccc32)CC1	-23	2%	-8%	·	-3%	-7	2	0%	-30%	0%	13%
Cc1ccc(NC(=O)CC2SC(=Nc3ccc(O)cc3)NC2=O)cc1 (stereo not given)	12	-6%	-4%	3%	-6%	-18	0	1%	19%	-3%	-1%

Entries of single compounds from above. Order of values: KCNH2 3.1 block, FLuc modulator, VP16 counter, uPA generation, NPC1 prom act, Giardia killer, FBPA coupling cs, Rab9 prom act, RORg inh, Tb PFK inh, ELG1 genotox
Cn1c(=O)cc(OCCCC(=O)NCc2ccccn2)c2ccccc21 is listed as -7, 3%, 11%, -6%, -2%, 30[activator], 0, -3%, ?, 1%, 16%
Cc1ccc(NC(=O)CC2SC(=Nc3ccc(O)cc3)NC2=O)cc1 (stereo not given) is listed as 12, -6%, -4%, 3%, -6%, -18, 0, 1%, 19%, -3%, -1%
COc1ccc(/C(C)=N\NC(=O)c2ccc3c(c2)OCO3)cc1OC is listed as ·, ?, -1%[10 µM], ·, 1%, ·, -16, 2%, -2%, -1%, 3%

Other entries.
SMILES	KCNH2 3.1 block	FLuc modulator	VP16 counter	uPA generation	NPC1 prom act	Giardia killer	FBPA coupling cs	Rab9 prom act	RORg inh	Tb PFK inh	ELG1 genotox
COc1ccc(OCC(=O)Nc2ccccc2N2CCN(C)CC2)cc1	-12	2%	-20%	1%	-2%	-26	1	1%	10%	-10%	-13%
COc1ccccc1N/C(N)=N/c1nc(C)cc(C)n1	-16	0%	-17%	-3%	-4%	-8	4	-9%	2%	-6%	-4%
COc1ccc(N(CC(=O)N/N=C/c2ccc3c(c2)OCO3)S(=O)(=O)c2ccc(NC(C)=O)cc2)cc1	22	-8%	-7%	7%	-1%	-11	2	1%	16%	-4%	-13%
COC(=O)C(NC(=O)CCc1nnc2ccc(N3CCC(C)CC3)nn12)C(C)C (stereo not given)	8	0%	0%	1%	-1%	-4	0	-7%	2%	-1%	-2%
CC(C)NC(=O)CSc1nc2ccccc2c(=O)n1CCCOC(C)C	-10	0%	15%	10%	-6%	0	0	4%	4%	2%	0%
COC(=O)c1cc2sccc2n1Cc1nc(-c2cccc(Cl)c2)oc1C	-26	6%&13%	?	20%	-3%	15	2	3%	17%	1%	0%
O=C(NCc1ccco1)C12CC3CC(C1)CC(C(=O)NCc1ccco1)(C3)C2	-9	-1%	-1%	·	-3%	2	0	4%	-5%	-3%	-1%
CCOC(=O)C1=C(N)OC2=C(C(=O)CCC2)C1c1cccnc1 (stereo not given)	3	2%	-1%	2%	6%	-3	0	5%	-9%	0%	3%
COc1cc(-c2nc3ccccc3nc2-c2ccc(O)c(OC)c2)ccc1O	4	-1%	-2%	-20%	-2%	8	1	-1%	30%	1%	-3%
N#Cc1c2c(c(Nc3ccc(O)cc3)n3c1nc1ccccc13)CCC2	-10	4%	-6%	-4%	1%	11	2	1%	-21%	-7%	8%
O=C(CCN1C(=O)/C(=C/c2cccs2)SC1=S)Nc1ccc(O)cc1	-9	3%	-13%	-4%	0%	-8	0	-1%	-12%	3%	5%
COc1ccc(N2CCN(C(=O)[C@H](C)N3C(=O)C4CC=CCC4C3=O)CC2)cc1 (stereo not given in full)	3	·	·	-1%	·	-11	·	·	·	0%	-3%
CCN(c1ccccc1)S(=O)(=O)c1cccc(C(=O)NCC2(N(C)C)CCCCC2)c1	0	-1%	·	-23%	2%	-8	·	-1%	·	-8%	3%
CCCn1c(=O)c(C(=O)Nc2cccc(C)c2)c(O)c2ccccc21	-29	-2%	13µM*	29%	2%	-18	-4	6%	?	2%	9%
COc1ccc(C(=O)NCCCNC(=O)c2cnccn2)cc1	1	2%	1%	4%	1%	17	0	0%	-1%	-4%	4%
O=C(c1ccc(CSCc2ccccc2F)o1)N1CCN(c2ccc(N3CCOCC3)nn2)CC1	-39	?	-3%	7%	-3%	-6	1	0%	43%	-9%	-31%[inhibitor]
O=C(CCCN1C(=O)C2CC=CCC2C1=O)Nc1ccccc1F (stereo not given)	-8	1%	-2%	-55%	1%	3	·	7%	-9%	-2%	16%

In a second layout: entries from further up
Molecule,KCNH2 3.1 block,FLuc modulator,VP16 counter,uPA generation,NPC1 prom act,Giardia killer,FBPA coupling cs,Rab9 prom act,RORg inh,Tb PFK inh,ELG1 genotox
COc1ccc(N(CC(=O)N/N=C/c2ccc3c(c2)OCO3)S(=O)(=O)c2ccc(NC(C)=O)cc2)cc1,22,-8%,-7%,7%,-1%,-11,2,1%,16%,-4%,-13%
COC(=O)C(NC(=O)CCc1nnc2ccc(N3CCC(C)CC3)nn12)C(C)C (stereo not given),8,0%,0%,1%,-1%,-4,0,-7%,2%,-1%,-2%
CC(C)NC(=O)CSc1nc2ccccc2c(=O)n1CCCOC(C)C,-10,0%,15%,10%,-6%,0,0,4%,4%,2%,0%
COC(=O)c1cc2sccc2n1Cc1nc(-c2cccc(Cl)c2)oc1C,-26,6%&13%,?,20%,-3%,15,2,3%,17%,1%,0%
O=C(NCc1ccco1)C12CC3CC(C1)CC(C(=O)NCc1ccco1)(C3)C2,-9,-1%,-1%,·,-3%,2,0,4%,-5%,-3%,-1%
